Giardia FBPA inh: qHTS Assay for Inhibitors of Fructose-1,6-bisphosphate Aldolase from Giardia Lamblia. hit rate 0.71% among 290,000. AID 2451, 2010. A8B2U2. Potency, µM (highest dose often 59.6 µM), for the others: at the highest dose activity, negative = inhibition, most hits filed as inhibitors. purified Giardia FBPA; further: potency means the concentration at half of the fitted maximal effect; on the % scale 0 is the no-effect control and ±100 the full control effect; nearly all actives have a fitted effect of over 55% in size
Target sequence (A8B2U2 whole entry, looked up): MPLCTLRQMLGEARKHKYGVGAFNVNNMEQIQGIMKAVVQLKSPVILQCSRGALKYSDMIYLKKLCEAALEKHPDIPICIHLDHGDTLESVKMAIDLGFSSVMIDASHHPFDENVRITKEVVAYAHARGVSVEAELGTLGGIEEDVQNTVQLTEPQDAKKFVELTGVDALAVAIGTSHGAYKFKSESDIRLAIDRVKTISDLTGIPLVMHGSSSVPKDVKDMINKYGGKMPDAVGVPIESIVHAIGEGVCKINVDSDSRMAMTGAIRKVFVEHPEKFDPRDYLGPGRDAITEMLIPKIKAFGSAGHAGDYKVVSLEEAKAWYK
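40 nM FBPA preincubated 10 min at RT with compound (up to 57.5 uM final), then substrate plus GAPDH/TPI/NAD/arsenate coupling and diaphorase/resazurin added. Fluorescence read after 20 min at RT, 525/598 nm.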
Shiga toxin inh: A qHTS for Small Molecule Inhibitors of Shiga Toxin | Vero cells, Shiga toxin protein synthesis inhibition reporter | inhibition, % at 38.7 µM | hit rate 9.2% among 290,000; in the data active means inhibition mostly above about 28%, no sharp cut-off; inactive means mostly below about 43%; further: 0% is about no effect
Pf growth 48h: Primary qHTS for delayed death inhibitors of the malarial parasite plastid, 48 hour incubation. AID 504832, 2011. hit rate 5.9% among 310,000. Potency, µM (series often up to 28.7 µM), for inactives: at the highest dose activity change, negative = inhibition, actives largely listed as inhibitors. P. falciparum luciferase growth in erythrocytes, 48 h; further: potency means the concentration at half of the fitted maximal effect; on the % scale 0 is the no-effect control and ±100 the full control effect
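In quantitative HTS format, infected erythrocytes bearing luciferase-reporter parasites were treated for a single generation at 37 C. Luminescence after adding detection reagent served as the growth measure.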
Pf growth 96h: Primary qHTS for delayed death inhibitors of the malarial parasite plastid, 96 hour incubation | P. falciparum luciferase reporter growth, 96 h | Potency, µM (series often up to 28.7 µM), for inactives: top-dose activity change, negative = inhibition, usual class: inhibitors | hit rate 6.9% among 320,000; further: potency means the concentration at half of the fitted maximal effect; on the % scale 0 is the no-effect control and ±100 the full control effect
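Compounds incubated with erythrocytes infected by luciferase-expressing P. falciparum (2% hematocrit, 0.05% parasitemia final) for 96 hours, 37 C in 5% CO2. Growth inhibition scored as decreased luciferase luminescence.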
Sm TGR inh: qHTS Assay for the Inhibitors of Schistosoma Mansoni Peroxiredoxins | Schistosoma mansoni thioredoxin glutathione reductase (TGR), Q962Y6 | purified TGR, DTNB reduction, TNB absorbance 405 nm | Potency, µM (titrated, usually from 114 µM), for inactives: at the top dose activity change, negative = inhibition, usual class: inhibitors | hit rate 3% among 360,000 | AID 485364, 2010; further: potency means the concentration at half of the fitted maximal effect; on the % scale 0 is the no-effect control and ±100 the full control effect; nearly all actives have a fitted effect of over 60% in size
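TGR 20 nM + NADPH 100 uM (dispensed conc.), cpd preinc 15 min RT; start with NADPH (500 uM addition) then DTNB (15 mM addition). Kinetic TNB absorbance, 405 nm filter. Four-parameter Hill fit across titration.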
Cycloheximide cs: Cycloheximide Counterscreen for Small Molecule Inhibitors of Shiga Toxin | cell reporter, cycloheximide protein synthesis inhibition counterscreen | max response, % | hit rate 12% among 300,000 | AID 2314, 2010; in the data active means max response mostly above about 13%, no sharp cut-off; inactive means mostly below about 14%; further: read at 38.3 µM for the half of the compounds with a filed dose; 0% is about no effect
Starred values were filed as active, the others as inactive; ? = inconclusive; · = no result given; & = joins results of further samples; [ ] = another dose, or the depositor's remark. Unless noted, the call rests on the fitted dose curve; in most records, active means well fitted curve in the direction sought with a large enough effect; inconclusive means small, poorly fitted or top-dose-only effect, or another doubt; inactive means no such curve, though single readings can be large; an effect the other way counts as inactive or inconclusive.

Sample of the layout (14 entries):
item	SMILES	Pf growth 96h	Giardia FBPA inh	Sm TGR inh	Shiga toxin inh	Cycloheximide cs	Pf growth 48h
1	CCN1CCN(c2ccc(N=Cc3ccc(O)cc3O)cc2)CC1	?	-10%	·	-2	-1	6%
2	Cc1nn(Cc2ccc(C(=O)Nc3nccs3)cc2)c(C)c1Cl	61%[activator]	-2%	-4%	18	-1	?
3	NNC(=O)c1ccc(Cn2cccn2)o1	-6%	-5%	17%	52*	20	21%
4	COc1cccc(OC)c1CC1SC(=O)NC1=O (stereo not drawn)	4%	-11%	-2%	15	11	6%
5	Cn1c(=O)n(CCc2ccccc2)c(=O)c2c1nc1n2CCN1Cc1ccco1	5.2µM*	-5%	-22%	55	24	8.3µM*
6	Cc1cc(C)n2nc(C(=O)OCCOc3cccc(Br)c3)nc2n1	-2%	1%	0%	27	1	0%
7	COc1ccc(CC(=O)n2[nH]c(=O)ccc2=O)cc1OC	23%	?	0.56µM*	41*	15	10%
8	CCCCSc1nc2c(cnn2-c2ccc(C)c(C)c2)c(=O)[nH]1	12%	-1%	0%	-20	-3	·
9	Cc1oc2c(c(C)cc3oc(=O)c(CC(=O)NCC(=O)NCC(=O)O)c(C)c32)c1C	32%[activator]	-9%	10%	12	-1	-1%
10	CCOC(=O)c1sc(NC(=O)C2CC=CCC2C(=O)O)nc1C (stereo not drawn)	·	6%	0%	-11	-1	?
11	CCCOc1ccc2oc(=O)c3c(c2c1)CCCN3C(=O)CN(C)Cc1ccccc1	?	-28%	0%	-11	-1	?
12	Cc1ccc(OCCCSc2ncccn2)cc1C	101%[activator]	-1%	2%	74*	44*	189%[activator]
13	CC1CCCN(C(=O)COC(=O)CNC(=O)c2sc3ccccc3c2Cl)C1 (stereo not drawn)	?	·	-3%	·	·	22%
14	O=C(O)[C@H]1CCCN1	·	-17%	·	0	-5	·

Main list (from the top)
item	SMILES	Pf growth 96h	Giardia FBPA inh	Sm TGR inh	Shiga toxin inh	Cycloheximide cs	Pf growth 48h
1	CCN1CCN(c2ccc(N=Cc3ccc(O)cc3O)cc2)CC1	?	-10%	·	-2	-1	6%
2	Cc1nn(Cc2ccc(C(=O)Nc3nccs3)cc2)c(C)c1Cl	61%[activator]	-2%	-4%	18	-1	?
3	NNC(=O)c1ccc(Cn2cccn2)o1	-6%	-5%	17%	52*	20	21%
4	COc1cccc(OC)c1CC1SC(=O)NC1=O (stereo not drawn)	4%	-11%	-2%	15	11	6%
5	Cn1c(=O)n(CCc2ccccc2)c(=O)c2c1nc1n2CCN1Cc1ccco1	5.2µM*	-5%	-22%	55	24	8.3µM*
6	Cc1cc(C)n2nc(C(=O)OCCOc3cccc(Br)c3)nc2n1	-2%	1%	0%	27	1	0%
7	COc1ccc(CC(=O)n2[nH]c(=O)ccc2=O)cc1OC	23%	?	0.56µM*	41*	15	10%
8	CCCCSc1nc2c(cnn2-c2ccc(C)c(C)c2)c(=O)[nH]1	12%	-1%	0%	-20	-3	·
9	Cc1oc2c(c(C)cc3oc(=O)c(CC(=O)NCC(=O)NCC(=O)O)c(C)c32)c1C	32%[activator]	-9%	10%	12	-1	-1%
10	CCOC(=O)c1sc(NC(=O)C2CC=CCC2C(=O)O)nc1C (stereo not drawn)	·	6%	0%	-11	-1	?
11	CCCOc1ccc2oc(=O)c3c(c2c1)CCCN3C(=O)CN(C)Cc1ccccc1	?	-28%	0%	-11	-1	?
12	Cc1ccc(OCCCSc2ncccn2)cc1C	101%[activator]	-1%	2%	74*	44*	189%[activator]

Continued.
item	SMILES	Pf growth 96h	Giardia FBPA inh	Sm TGR inh	Shiga toxin inh	Cycloheximide cs	Pf growth 48h
13	CC1CCCN(C(=O)COC(=O)CNC(=O)c2sc3ccccc3c2Cl)C1 (stereo not drawn)	?	·	-3%	·	·	22%
14	O=C(O)[C@H]1CCCN1	·	-17%	·	0	-5	·
15	Cc1nc(N2CCN(Cc3ccccc3)CC2)[nH]c(=O)c1C	2.6µM*	-3%	-12%	-2	-3	19%
16	COc1ccc(N=C2SC(C(N)=O)CC(=O)N2CCc2ccc(OC)c(OC)c2)cc1 (stereo not drawn)	2%	-9%	-2%	-16	-2	-2%
17	CC(C)Oc1cccc(C(=O)NC2=NCCS2)c1	?	-4%	61%[activator]	108*	55*	347%[activator]
18	COc1ccc(S(=O)(=O)c2c(N)n(Cc3ccco3)c3nc4ccccc4nc23)cc1	-15%[5.75 µM]	-13%	?	8	1	?
19	COc1ccc(-c2[nH]ncc2CN(C)C(C)c2cccs2)c(F)c1 (stereo not drawn)	12µM*	0%	-16%	-8	-2	-21%
20	Nc1nc(-c2ccc(C(=O)O)cc2)cs1	?	5%	0%	26	1	-17%
21	COc1cc(/C=C/C(=O)OCC(=O)Nc2cc(C)on2)ccc1OCC#N	35%[activator]	·	-1%	·	·	11%
22	COc1cccc(OC)c1C(=O)N1CC(C)OC(C)C1 (stereo not drawn)	6%	-1%	58%[activator]	-21	1	0%
23	CCOc1ccc(N(CC(=O)NCCc2ccccc2)C(=O)CCC(=O)Nc2nccs2)cc1	-20%	·	0%	-5	-4	?
24	COc1ccc(-c2cnnc(N/N=C/c3ccc(O)c(O)c3)n2)cc1	63%[activator]	?	-7%	32	30*	1.7µM*

Next compounds
item	SMILES	Pf growth 96h	Giardia FBPA inh	Sm TGR inh	Shiga toxin inh	Cycloheximide cs	Pf growth 48h
25	Cc1cc([N+](=O)[O-])nn1CCC(=O)Nc1nccs1	59%[activator]	-2%	-2%	-9	1	31%[activator]
26	CCOC(=O)c1ccc(S(=O)(=O)N2CCN(CC(O)COc3cccc(C(C)=O)c3)CC2)cc1 (stereo not drawn)	3%	-26%	-1%	3	-4	13%[0.00184 µM]
27	CCC(=O)Nc1cc(OC)cc(OC)c1	36%[activator]	1%	-3%	17	-4	7%
28	COC(=O)c1cn(-c2ccccc2)c(C)c1C(=O)OC	-10%	6%	-1%	2	-2	-30%
29	O=C(O)CCCn1cc(NC(=O)COc2ccccc2[N+](=O)[O-])cn1	24%	5%	3%	14	-7	-10%
30	CCc1cccc(NS(=O)(=O)c2c(C)nc3sc(CC)nn3c2=O)c1	?	-3%	-12%&-7%	-1	-1	28%
31	Cc1cc(C)nc(SCC(=O)c2ccc(O)c(O)c2)n1	3%	11µM*	-20%	11	11	?
32	Cc1ccc(C(=O)NC(=S)NNC(=O)CCN2CCOCC2)cc1	-1%	-28%	-16%	31	4	-22%
33	CCCCn1c(-c2csc3c2CCCC3)n[nH]c1=S	-9%	1%	7%	37	22	·
34	CC(Sc1nnc(-c2ccco2)n1C)C(=O)N1C(C)CCCC1C (stereo not drawn)	-2%	-6%	?	-5	-2	?
35	Cn1c(=O)n(Cc2ccc(Cl)cc2)c(=O)c2c1nc1n2CCN1Cc1ccco1	13µM*	7%	-2%	-8	14	?
36	COc1c(S(=O)(=O)N2CCN(C)CC2)ccc(Cl)c1Cl	-65%	8%	5%	-10	2	?

More entries.
item	SMILES	Pf growth 96h	Giardia FBPA inh	Sm TGR inh	Shiga toxin inh	Cycloheximide cs	Pf growth 48h
37	CC(c1cccs1)N(C)Cc1nc(CCc2ccccc2)no1 (stereo not drawn)	?	2%	7%	37*	17	86%[activator]
38	CCNC(=S)NCc1ccc(F)cc1	-24%	-1%	-15%	23	-2	2%
39	Cc1cc(C)cc(-n2c(C)cc(/C=C3\C(=N)N4N=C(CC(C)C)SC4=NC3=O)c2C)c1	-3%	5%	4%	-6	-1	1%
40	COCc1c(Br)c(C)nc(OCC(=O)N/N=C/c2ccc(C)o2)c1C#N	?	6%	-9%	1	-5	?
41	O=C(CN1CCOCC1)Nc1nc(-c2ccc(Cl)cc2)cs1	8%	-6%	-11%	17	17	·
42	O=C(Nc1cc(Oc2ccc(Cl)cc2)cc([N+](=O)[O-])c1)c1ccco1	95%[activator]	2%	-5%	74*	47*	?
43	CCC(CC)=NNC(=O)c1ccccc1OCc1ccc(F)cc1	?	3%	-1%	-3	6	11%
44	CC(=O)Nc1ccc(NC(=O)CSCCc2ccccn2)cc1	?	·	11%	-12	7	?
45	O=C(c1cnn2c(C(F)(F)F)cc(-c3cccs3)nc12)N1CCOCC1	27%	0%	-2%	-12	-1	3%
46	CC[C@H](C)[C@H](NC(=O)[C@H](C)NC(=O)[C@H](CC(=O)O)NC(=O)[C@H](CO)NC(=O)[C@@H](N)Cc1cnc[nH]1)C(=O)N[C@@H](Cc1ccccc1)C(=O)N[C@H](C(=O)N[C@@H](CCC(N)=O)C(=O)N[C@@H](CCC(N)=O)C(=O)N[C@@H](Cc1ccc(O)cc1)C(=O)N[C@@H](CO)C(=O)N[C@@H](CCCCN)C(=O)N[C@@H](CC(C)C)C(=O)N[C@@H](CC(C)C)C(=O)N[C@@H](C)C(=O)N[C@@H](CCCCN)C(=O)N[C@@H](CC(C)C)C(=O)N[C@@H](C)C(=O)N[C@@H](CC(C)C)C(=O)N[C@@H](CCC(N)=O)C(=O)N[C@@H](CCCCN)C(=O)N[C@@H](Cc1ccc(O)cc1)C(=O)N[C@@H](CC(C)C)C(=O)N[C@@H](C)C(=O)N[C@@H](CO)C(=O)N[C@H](C(=O)N[C@@H](CC(C)C)C(=O)NCC(=O)N[C@@H](CO)C(=O)N[C@@H](CCCNC(=N)N)C(=O)N[C@H](C(=O)N[C@@H](CO)C(=O)N1CCC[C@H]1C(=O)N1CCC[C@H]1C(=O)N1CCC[C@H]1C(N)=O)[C@@H](C)O)[C@@H](C)CC)[C@@H](C)O	·	0%	·	-11	-4	·
47	Cc1nn(C)cc1S(=O)(=O)Nc1ncccn1	?	·	1%	-18	1	12%
48	O=C1COc2ccc(S(=O)(=O)Nc3ccc(F)cc3)cc2N1	?	·	3%	-5	-9	26%

Two compounds from above, limited to Shiga toxin inh, Sm TGR inh and Pf growth 48h.
No.	Compound	Shiga toxin inh	Sm TGR inh	Pf growth 48h
41	O=C(CN1CCOCC1)Nc1nc(-c2ccc(Cl)cc2)cs1	17	-11%	·
42	O=C(Nc1cc(Oc2ccc(Cl)cc2)cc([N+](=O)[O-])c1)c1ccco1	74*	-5%	?

The results go on.
item	SMILES	Pf growth 96h	Giardia FBPA inh	Sm TGR inh	Shiga toxin inh	Cycloheximide cs	Pf growth 48h
49	CCSc1nnc(SCC(=O)NNC(=O)c2ccccc2F)s1	27%	·	-1%	-24	6	17%
50	O=C1c2ccccc2-c2ccc(C(=O)N3CCOCC3)cc21	·	-3%	1%	13	22*	21%
51	Cc1ccsc1/C=N/NC(=O)c1cc(-c2ccncc2)nc2ccccc12	?	-2%	-4%	-3	-1	?
52	O=C(CCn1nnc(-c2cccs2)n1)N1CCc2ccccc2C1	·	-8%	-2%	11	10	15%
53	Cc1ccc(S(=O)(=O)c2cc(N3CCOCC3)nc(-c3ccccc3)n2)cc1	8.3µM*	1%	4%	-6	-1	?
54	O=C(NC1CC1)C1CCN(C2CCN(C(=O)/C=C/c3ccc(F)cc3)CC2)CC1	-29%	6%	0%	-15	-5	20%

High-throughput results deposited in PubChem by National Center for Advancing Translational Sciences (NCATS).
